# NSD2 HMT inh: NSD2 histone methyltransferase inhibitors, primary screen, biochemical, AlphaScreen, single concentration, set 2; AID 743445, 2014; inhibition, % at 12.5 µM; hit rate 0.54% among 310,000; NSD2 peptide methylation, 120 min; Histone-lysine N-methyltransferase NSD2 (Homo sapiens), O96028; in the data active = inhibition above about 50%
# Target sequence (O96028 whole entry, looked up): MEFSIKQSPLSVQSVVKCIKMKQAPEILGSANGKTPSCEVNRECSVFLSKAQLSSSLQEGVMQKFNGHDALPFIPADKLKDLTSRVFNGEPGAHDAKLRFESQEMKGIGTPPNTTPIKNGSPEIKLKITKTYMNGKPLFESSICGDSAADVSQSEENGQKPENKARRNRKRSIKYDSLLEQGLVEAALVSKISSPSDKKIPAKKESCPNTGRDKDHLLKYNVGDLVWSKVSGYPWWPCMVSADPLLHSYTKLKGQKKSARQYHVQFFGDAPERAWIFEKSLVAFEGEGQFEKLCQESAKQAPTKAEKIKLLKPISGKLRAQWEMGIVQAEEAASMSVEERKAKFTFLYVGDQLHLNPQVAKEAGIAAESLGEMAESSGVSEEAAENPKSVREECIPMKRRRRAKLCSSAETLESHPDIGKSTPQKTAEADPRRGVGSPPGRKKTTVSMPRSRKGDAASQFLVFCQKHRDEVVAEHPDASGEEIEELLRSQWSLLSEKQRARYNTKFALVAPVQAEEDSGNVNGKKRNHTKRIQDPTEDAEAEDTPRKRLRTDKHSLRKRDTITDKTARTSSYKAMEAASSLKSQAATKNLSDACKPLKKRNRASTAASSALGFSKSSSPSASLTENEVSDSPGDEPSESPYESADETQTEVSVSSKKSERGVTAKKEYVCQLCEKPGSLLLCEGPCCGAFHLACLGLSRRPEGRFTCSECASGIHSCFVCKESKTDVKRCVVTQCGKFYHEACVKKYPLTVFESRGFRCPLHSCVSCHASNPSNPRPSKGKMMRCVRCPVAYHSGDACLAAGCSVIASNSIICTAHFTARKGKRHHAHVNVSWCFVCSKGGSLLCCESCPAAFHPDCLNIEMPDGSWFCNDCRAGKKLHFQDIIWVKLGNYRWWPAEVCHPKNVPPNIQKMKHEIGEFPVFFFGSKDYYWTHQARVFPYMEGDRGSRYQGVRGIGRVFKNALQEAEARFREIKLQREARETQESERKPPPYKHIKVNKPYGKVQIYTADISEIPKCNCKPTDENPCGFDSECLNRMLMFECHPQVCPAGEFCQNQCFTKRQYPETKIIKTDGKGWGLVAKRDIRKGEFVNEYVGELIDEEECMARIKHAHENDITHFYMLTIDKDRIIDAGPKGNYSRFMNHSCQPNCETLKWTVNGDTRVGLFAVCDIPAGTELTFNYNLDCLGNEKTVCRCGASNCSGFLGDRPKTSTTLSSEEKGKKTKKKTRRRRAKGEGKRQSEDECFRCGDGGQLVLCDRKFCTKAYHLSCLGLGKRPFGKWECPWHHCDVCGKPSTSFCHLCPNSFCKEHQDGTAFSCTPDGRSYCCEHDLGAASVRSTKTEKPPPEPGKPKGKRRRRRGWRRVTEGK
# Wnt bcat act: Wnt/beta-catenin pathway activators, primary screen, cell-based, plate reader, single point | Wnt/beta-catenin reporter cell assay, activator | activation, % at 9.35 µM | hit rate 1.2% among 300,000; in the data active = activation above about 30%, passing the limit was not always enough; inconclusive = no clear call, values can overlap the other calls;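 also: 0% = neutral control wells and 100% = positive control wells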
# Active calls of the source: *; u = inconclusive.
NSD2 HMT inh,Wnt bcat act,molecule
3,0,CC(=O)Nc1cccc(-c2csc(C(O)c3ccc(F)c(F)c3)n2)c1 (centres undefined)
-2,-2,Cc1ccc(F)cc1C(=O)N1CCC1(C)C(=O)O (centres undefined)
-1,1,COc1ccc(C(C)(NC(C)=O)c2nc(-c3ccc(F)cc3OC)cs2)cc1 (centres undefined)
5,-1,CC1(C(=O)Nc2ccc(Cl)cc2)Cc2c(-c3cccc(C(N)=O)c3)ccnc2O1 (centres undefined)
20,0,CCc1nc2ccc(C(=O)NCCN3CCNC3=O)cn2c1N(C)Cc1ccc(OC)cc1
8,-1,COc1ccc(OC)c(NC(=O)C2(C)CCN2Cc2cccc(OC)c2OC)c1 (centres undefined)
-8,-3,CC1(C(=O)Nc2cccc3c2CCCC3)CCN1C(=O)c1cccc(F)c1 (centres undefined)
-3,-2,CC(C)C1=CC2C3C(C(C(C)C)=CC(=O)[C@@]3(C)O)C1C(=O)C2(C)O (some centres undefined)
3,-2,CCc1nc2ccc(C(=O)N(C)Cc3ccccc3)cn2c1N(C)CCCc1ccccc1
-1,-1,CCc1nc2ccc(C(=O)N3CCCC(C(N)=O)C3)cn2c1N(C=O)CC (centres undefined)
0,0,CC(=O)NC(c1cccc(F)c1)c1nc(-c2cccc(C(C)C)c2)cs1 (centres undefined)
3,-1,CC(N)c1csc(Nc2nccc(C(F)(F)F)n2)n1 (centres undefined)
1,-4,COc1ccc(CC(NC(C)=O)C(=O)NC2CCN(c3c(Cc4ccccc4)c(C)nc4ncnn34)CC2)cc1OC (centres undefined)
6,0,NC(Cc1ccccc1)c1csc(Nc2ccc(C(F)(F)F)cn2)n1 (centres undefined)
2,-16,CCc1nc2ccc(C(=O)Nc3ccc(OC)c(OC)c3)cn2c1N(C)CCC(C)C
-2,-2,O=S1(=O)CCC(NC(=S)Nc2ccccc2)C1 (centres undefined)
-1,0,CC(C)NC(=O)C1(C)CCCCN1Cc1ccc(OCc2ccccc2)cc1 (centres undefined)
-2,2,CC(C)N1CCC1(C)C(=O)Nc1nc2ccccc2[nH]1 (centres undefined)
-3,2,CC(C)(C)c1ccc(C(=O)N2CCC2(C)C(=O)NS(=O)(=O)c2ccccc2Cl)cc1 (centres undefined)
-1,-2,Cc1cc(C(=O)N2CCC2(C)C(=O)Nc2cccc3c2CCCC3)nn1C (centres undefined)
3,4,CCc1ccc2c(c1)NC(=O)C2(C)Cc1ccc(Cl)s1 (centres undefined)
1,0,COc1ccc(C(N)c2csc(Nc3ncccn3)n2)cc1 (centres undefined)
1,2,CCc1nc2ccc(C(=O)NCCN3CCOCC3)cn2c1N(CC)CCOC
-3,0,CN1CCN(NC(=O)CN2C(=O)/C(=C/c3ccccc3F)SC2=S)CC1
2,-1,Cc1cccc(C)c1NC(=O)c1ccc2sc([C@@H]3O[C@H](CO)[C@H](O)[C@H](O)[C@H]3O)nc2c1
-2,-2,OC[C@@H]1CN(Cc2ccc3c(c2)OCO3)C[C@H](n2cnc3c(NC4CC4)ncnc32)O1
3,-1,COC(=O)[C@@]12C[C@@H](CC(=O)N3CCOCC3)C(=O)N(Cc3cccc4ccccc34)C1=CCC(C)(C)C2
3,-5,OC(c1ccccc1)(c1ccccc1)C1CCN(CCCOc2ccccc2)CC1
-1,-3,COc1cccc(-c2cnc3c(NC(C)=O)cc(-c4cccc(NC(C)=O)c4)cn23)c1
0,-8,OC[C@@H]1CN(Cc2ccc(F)cc2)C[C@H](n2cnc3c(NCc4ccc(F)cc4)ncnc32)O1

# Entries listed so far that have a CF3 group, in the order listed:
NSD2 HMT inh,Wnt bcat act,molecule
3,-1,CC(N)c1csc(Nc2nccc(C(F)(F)F)n2)n1 (centres undefined)
6,0,NC(Cc1ccccc1)c1csc(Nc2ccc(C(F)(F)F)cn2)n1 (centres undefined)

# The listing continues.
NSD2 HMT inh,Wnt bcat act,molecule
0,-1,CCOc1ccc(-c2cc(C(=O)NCc3ccccc3)[nH]n2)c(C)c1
1,-1,Cc1cc(C)cc(CC(=O)N2CCC2(C)C(=O)NS(=O)(=O)c2ccc(Cl)s2)c1 (centres undefined)
13,1,O=C(O)CSc1c2c(nc3cc(C(=O)NCCN4CCOCC4)ccc13)CCC2
-1,0,Cc1ccsc1C(=O)N1CCC1(C)C(=O)NS(=O)(=O)c1ccc(Br)cc1 (centres undefined)
-3,-5,Cc1nc2c(OCc3ccc(C#N)cc3)cccn2c1N(C)C(=O)CCC1CCCC1
-5,-6,CCOc1ccc(Cl)cc1-c1cc(C(=O)Nc2cc(OC)c(OC)c(OC)c2)[nH]n1
5,-2,O=C(Nc1cccc2cccnc12)c1csc([C@@H]2O[C@H](CO)[C@H](O)[C@H](O)[C@H]2O)n1
0,-1,O=C(Nc1ccccc1Cl)Nc1ccnn1C1CCN(C(=O)C2CCOC2)CC1 (centres undefined)
-1,0,CC1(C(=O)Nc2cnc3ccccc3c2)CCN1Cc1ccc(OC(F)(F)F)cc1 (centres undefined)
0,-1,COc1cccc(NC(=O)C2(C)CCN2C(C)C)c1OC (centres undefined)
-2,-2,COc1cccc(/C=C2/Sc3ccc(C(=O)NC4CC4)cc3NC2=O)c1
-1,-5,CC(=O)Nc1cccc(-c2csc(C(C)(O)c3ccccc3)n2)c1 (centres undefined)
5,-2,Cc1ccc(NCc2nnc(SCC(N)=O)n2CCc2ccccc2)cc1
0,-4,O=CNc1cc(-c2ccccc2)cn2c(-c3ccc(F)c(Cl)c3)cnc12
0,-2,CCCC(=O)N1CCCC(c2cc(C(=O)NCc3cccnc3)no2)C1 (centres undefined)
1,3,COc1cccc(C(=O)Nc2ccc(Oc3nnc(-c4ccccc4)c4ccccc34)cc2)c1
4,-4,COc1cccc(-c2cnc3c(NC(C)=O)cc(-c4ccc(C(=O)N5CCOCC5)cc4)cn23)c1
-3,-5,CCCC(=O)N1CCCC1(C)C(=O)Nc1ccc(C)c(C)c1 (centres undefined)
-3,-1,Cc1ccc(Cl)cc1-c1cc(C(=O)NCc2cc(C(F)(F)F)cc(C(F)(F)F)c2)[nH]n1
3,-1,CC(C)N(C)c1ncnc2c1ncn2[C@H]1CN(Cc2ccc(Cl)cc2)C[C@@H](CO)O1
3,1,Cc1ccc2c(c1)NC(=O)c1cccc([N+](=O)[O-])c1CO2
-4,0,O=C(Nc1cc(C(F)(F)F)ccc1F)C1Cc2c(-c3ccccc3Oc3ccccc3)ccnc2O1 (centres undefined)
-4,-3,C/C(=N\NC(=O)c1nnn(-c2nonc2N)c1CN1CCC(C)CC1)c1ccc(Br)cc1
-1,-3,O=C(Nc1nnc([C@@H]2C[C@H](O)[C@@H](CO)O2)s1)c1ccccc1Cl
-1,-5,CC1(C(=O)NS(=O)(=O)Cc2cccc(Cl)c2)CCN1C(=O)CCc1ccccc1 (centres undefined)
5,-5,O=C(Cc1cc(=O)[nH][nH]1)N/N=C/c1ccccc1Cl
7,-2,CC1(C(=O)NS(=O)(=O)c2cccc(Cl)c2)CCN1C(=O)C/C=C/c1ccccc1 (centres undefined)
1,-2,Nc1ccn([C@@H]2O[C@H](C(=O)N[C@H](Cc3ccccc3)C(=O)N3CCN(C(=O)N4CCOCC4)CC3)[C@@H](O)[C@H]2O)c(=O)n1
0,-2,O=C(Nc1ccc(F)c(Cl)c1)c1cc(C2CCCN(S(=O)(=O)c3ccccc3)C2)on1 (centres undefined)
1,-1,CCc1nc2ccc(C(=O)Nc3cccc(OCC(=O)N(C)C)c3)cn2c1N(C)Cc1ccc(OC)cc1
-6,-1,CC1(C(=O)Nc2ccccc2)CCN1C(=O)Cc1ccc(-c2ccccc2)cc1 (centres undefined)
15,-5,CCOC(=O)/C=C/c1cc(F)ccc1O
1,-2,CC(C)Nc1nc(Nc2ccc(C#N)cc2)c2sccc2n1
0,-1,OC(c1ccccc1)(c1nc(/C=C/c2ccc(C(F)(F)F)cc2)cs1)C(F)(F)F (centres undefined)
-2,-1,Cn1cnc(S(=O)(=O)N2CCCCC2c2cc(C(=O)Nc3cccc(C#N)c3)no2)c1 (centres undefined)
-2,1,CCCCN1C(=O)C(=O)NC[C@H]1Cc1cccc2ccccc12
4,-1,Cc1ccc(C(O)c2ncc(-c3ccc(F)cc3)[nH]2)cc1F (centres undefined)
0,-1,CC1(C(=O)O)CCN1C(=O)c1ccccc1F (centres undefined)
-2,u,Cn1c(N)c(C(=O)CCc2ccccc2)c(=O)n(C)c1=O
0,9,CCOc1ccc(NC(=O)CN2C(=O)c3cccc4cccc2c34)cc1
38,4,COC(=O)[C@]1(Cc2ccccc2)NC=C(C(=O)c2ccccc2)[C@@H]1c1cccs1
3,-1,CCCC(=O)N1CCC1(C)C(=O)Nc1cc(OC)c(OC)c(OC)c1 (centres undefined)
0,-1,COc1ccc(Cl)cc1-c1cc(C(=O)NCc2cccs2)[nH]n1
-2,-1,O=[N+]([O-])c1cccc(/C=C2\CCc3cnn(C4CCS(=O)(=O)C4)c32)c1 (centres undefined)
1,-1,CN1CCN(C(=O)CN(c2ccccc2)S(=O)(=O)N(C)C)CC1

# At a glance, some entries already given:
NSD2 HMT inh,Wnt bcat act,molecule
3,0,CC(=O)Nc1cccc(-c2csc(C(O)c3ccc(F)c(F)c3)n2)c1 (centres undefined)
-2,-2,Cc1ccc(F)cc1C(=O)N1CCC1(C)C(=O)O (centres undefined)

# The results go on.
NSD2 HMT inh,Wnt bcat act,molecule
-1,-2,CSc1ccc(/C=N/NC(=O)c2ccc3nc[nH]c3c2)cc1
2,-2,COC(=O)c1cnc(Nc2nc(CN)cs2)nc1C(F)(F)F
-2,2,COc1cccc(C(O)c2nc(-c3cnn(C)c3)cs2)c1 (centres undefined)
-2,3,CC1(C(=O)NCC2CC2)CCN1C(=O)C1(c2ccccc2)CC1 (centres undefined)
-6,46*,Cc1cccc(-c2noc(-c3csc([C@@H]4C[C@H](O)[C@@H](CO)O4)n3)n2)c1
0,-3,COc1ccc(-c2cc(C(=O)NCc3ccc(C(F)(F)F)cc3)[nH]n2)c(C)c1
-2,-4,CCOc1cc(CN2CCC(N3CCC(C(=O)NC4CC4)CC3)CC2)ccc1O
22,0,O=[N+]([O-])c1cc(O)c2ncccc2c1
0,0,COc1ccc(-c2cncc3nccn23)cc1OC
-2,73*,Cc1ccc2sc(-c3ccc(NC(=O)CCN4C(=O)c5ccccc5C4=O)cc3)nc2c1
-1,-1,O=C(O)Cn1nncc1-c1ccc(C(F)(F)F)cc1
-1,-1,O=c1[nH]cnc2c1ncn2C1CCC(CO)O1 (centres undefined)
2,1,O=C(COC(=O)c1sc2cc(Cl)ccc2c1Cl)Nc1ncc(Cl)cc1Cl
-2,-2,CC(C)Cn1c(SCC(=O)N2CCCc3ccccc32)nc2ccccc2c1=O
2,-6,COc1cc(CN2C[C@@H](CO)O[C@@H](n3cnc4c(Nc5ccccc5)ncnc43)C2)cc(OC)c1OC

# Wnt bcat act, what is marked active above.
NSD2 HMT inh,Wnt bcat act,molecule
-6,46*,Cc1cccc(-c2noc(-c3csc([C@@H]4C[C@H](O)[C@@H](CO)O4)n3)n2)c1
-2,73*,Cc1ccc2sc(-c3ccc(NC(=O)CCN4C(=O)c5ccccc5C4=O)cc3)nc2c1

# Further compounds
NSD2 HMT inh,Wnt bcat act,molecule
0,0,COc1ccc(N2CCN(C(=O)C3CCN(S(=O)(=O)c4ccc5c(c4)CC(C)N5C(=O)C4CC4)CC3)CC2)cc1 (centres undefined)
-2,-1,CCOC(=O)C1(C)CCCN(C(=O)c2cc(F)ccc2C)C1 (centres undefined)
-2,-3,COc1cccc(CNc2nc(NC(C)C)nc3ccsc23)c1
1,-1,CCNC(=O)C1(C)CCN1CCC(=O)c1ccc(C)cc1 (centres undefined)
0,1,COCCNc1nc(NCc2ccc(C(C)C)cc2)c2sccc2n1
-3,0,COc1ccc(NC(=O)c2cc(C3CCCCN3C(=O)OCCF)on2)c(C)c1 (centres undefined)
-5,-2,CC1(C(=O)Nc2cccc(C#N)c2)CCN1C(=O)Cc1ccc(-c2ccccc2)cc1 (centres undefined)
4,7,CCOC(=O)C(CNc1ccc(O)cc1)NC(=O)c1ccccc1 (centres undefined)
21,0,OC(c1ccc(Cl)c(F)c1)c1ncc(-c2ccc(Oc3ccccc3)cc2)[nH]1 (centres undefined)
9,6,CC(N)c1csc(Nc2ccc(C(=O)c3ccccc3)cc2)n1 (centres undefined)
-2,-2,CCOC(=O)C1(C)CCCN(C(=O)c2ccccc2C(F)(F)F)C1 (centres undefined)
-5,-1,CCCNC(=O)C1(C)CCCN(Cc2ccsc2)C1 (centres undefined)
0,-1,NC(c1csc(Nc2ccc(C(F)(F)F)cn2)n1)C1CCCCC1 (centres undefined)
1,-8,CC(=O)c1cccc(NC(=O)C2Cc3c(-c4cccc(C(N)=O)c4)ccnc3O2)c1 (centres undefined)
-1,-2,CC1(C(=O)NCc2cccc3ccccc23)CCN1Cc1ccc2ccccc2c1 (centres undefined)

# In the list so far, these contain a cyano group:
NSD2 HMT inh,Wnt bcat act,molecule
-3,-5,Cc1nc2c(OCc3ccc(C#N)cc3)cccn2c1N(C)C(=O)CCC1CCCC1
1,-2,CC(C)Nc1nc(Nc2ccc(C#N)cc2)c2sccc2n1
-2,-1,Cn1cnc(S(=O)(=O)N2CCCCC2c2cc(C(=O)Nc3cccc(C#N)c3)no2)c1 (centres undefined)
-5,-2,CC1(C(=O)Nc2cccc(C#N)c2)CCN1C(=O)Cc1ccc(-c2ccccc2)cc1 (centres undefined)

# Remaining list, next part.
NSD2 HMT inh,Wnt bcat act,molecule
-1,-1,O=C(C(=O)N1CCC(CNS(=O)(=O)c2cccc3ccccc23)CC1)c1cccs1
31,-1,CC(=O)Nc1ccc(-c2ccnc3c2CC(C(=O)NCc2ccc(N4CCN(C)CC4)cc2)O3)cc1 (centres undefined)
-1,13,COc1ccc2[nH]c(C)c(C(=O)CN(C)CC3OCCO3)c2c1
4,-1,CC(=O)Nc1ccc(CN(C)c2c(C)nc3ccc(C(=O)NCCCn4ccnc4)cn23)cc1
3,-1,COc1ccccc1C(O)c1ncc(-c2cccc(C(F)(F)F)c2)[nH]1 (centres undefined)
3,1,CC(N)c1csc(NC(=O)Nc2cccc(C(F)(F)F)c2)n1 (centres undefined)

# Not all compounds are listed, so the mix of outcomes need not match the whole.
